Screening data as filed in PubChem.
GASC1 inh: inhibitors of GASC-1 (KDM4C) histone demethylase, primary screen, biochemical, single concentration HTS; Lysine-specific demethylase 4C (Homo sapiens), Q9H3R0; GST-KDM4C 2-372, H3K9me3 peptide, LANCE TR-FRET; inhibition, % at 12.5 µM; 96,000 compounds, 0.15% hits;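 active means mean replicate inhibition above about 25%, with at least 55% of replicates also reaching it, limit read from the data, passing the limit was not always enough; inconclusive means only one of those two conditions met; inactive means neither condition met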
Target sequence (Q9H3R0 2-372 limits assumed): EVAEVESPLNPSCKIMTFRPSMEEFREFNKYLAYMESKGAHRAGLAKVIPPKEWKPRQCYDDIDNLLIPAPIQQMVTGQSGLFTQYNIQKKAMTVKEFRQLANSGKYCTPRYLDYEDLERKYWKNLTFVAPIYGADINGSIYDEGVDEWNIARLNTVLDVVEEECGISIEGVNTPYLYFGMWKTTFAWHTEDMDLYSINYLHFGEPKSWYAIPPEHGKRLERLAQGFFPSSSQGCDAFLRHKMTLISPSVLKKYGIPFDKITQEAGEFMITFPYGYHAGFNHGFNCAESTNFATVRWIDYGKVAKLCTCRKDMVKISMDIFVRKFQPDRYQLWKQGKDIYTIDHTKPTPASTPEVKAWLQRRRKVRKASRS
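Test system – GST-tagged GASC-1 (JMJD2C) catalytic fragment, aa 2-372 · Medium – HEPES buffer, pH 7.5, plus ascorbate · Reagent – H3K9me3 peptide with Fe(II)/2OG · Compound – one test concentration per compound · Timing – 30 min reaction, 60 min detection, RT · Technique – TR-FRET with Eu antibody and ULight streptavidin, EDTA stop · Read-out basis – inhibition from TR-FRET ratio decrease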
Pf Dd2 inh: P. falciparum Dd2 growth inhibitors, primary screen, SYBR Green fluorescence, single dose replicates; 72 h; stronger effect = lower value; activity change, % at 10 µM; 94,000 compounds, 2.3% hits; AID 1159554, 2015; in the data active means activity change below about -80%; inconclusive means no clear call, values can overlap the other calls
T cruzi growth: T. cruzi intracellular proliferation inhibitors, primary screen, cell-based, beta-gal Tulahuen parasites, NIH3T3 host, luminescence; T. cruzi beta-gal in NIH3T3, GalScreen luminescence, 90 h; inhibition, % at 8.34 µM; AID 624255, 2012; 77,000 compounds, 5.9% hits;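 active means mean inhibition above about 93%, with at least 55% of replicates each passing it, limit read from the data, passing the limit was not always enough; inconclusive means only one of those two conditions holds; inactive means neither condition holds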
C diff HTS: C. difficile growth inhibitors, primary screen, HTS | growth activity, negative = inhibition, % at 16 µg/mL (by protocol) | Clostridium difficile clinical isolate growth, OD600, 24 h; stronger effect = lower value | 86,000 compounds, 0.25% hits;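 active means mean growth activity at or below -80% and every replicate also at or below -80%; inconclusive means mean at or below -80% but some replicate above -80%; inactive means mean growth activity above -80%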;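 further: 0% = DMSO wells and -100% = levofloxacin 16 µg/mL wells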
* = called active by the depositor; ? = inconclusive; nt = no result given; & = joins results of further samples.

Start of the listing, in advance:
Screens in order – GASC1 inh | Pf Dd2 inh | T cruzi growth | C diff HTS
CS(=O)(=O)N1CC(=O)N2[C@H](CO)[C@H](c3ccc(C#CCC4CCCC4)cc3)[C@@H]2C1
→ -1.0 | 1 | nt | -7
C[C@H](CO)N1C[C@H](C)[C@H](CN(C)C(=O)Nc2ccccc2)Oc2ccc(NC(=O)Nc3ccc(F)cc3)cc2CC1=O
→ 0.6 | 0 | nt | -3
CC(C)NC(=O)N(C)C[C@@H]1OCCCC[C@H](C)Oc2ccc(N(C)C)cc2C(=O)N([C@H](C)CO)C[C@@H]1C
→ 7.3 | -17 | 22 | 4

This part in full, previewed entries included:
Screens in order – GASC1 inh | Pf Dd2 inh | T cruzi growth | C diff HTS
CS(=O)(=O)N1CC(=O)N2[C@H](CO)[C@H](c3ccc(C#CCC4CCCC4)cc3)[C@@H]2C1
→ -1.0 | 1 | nt | -7
C[C@H](CO)N1C[C@H](C)[C@H](CN(C)C(=O)Nc2ccccc2)Oc2ccc(NC(=O)Nc3ccc(F)cc3)cc2CC1=O
→ 0.6 | 0 | nt | -3
CC(C)NC(=O)N(C)C[C@@H]1OCCCC[C@H](C)Oc2ccc(N(C)C)cc2C(=O)N([C@H](C)CO)C[C@@H]1C
→ 7.3 | -17 | 22 | 4
C[C@H](CO)N1C[C@H](C)[C@H](CN(C)S(=O)(=O)c2ccc(C#N)cc2)Oc2ncc(-c3cc4ccccc4o3)cc2C1=O
→ -2.2 | -18 | 60 | nt
C[C@H](CO)N1C[C@H](C)[C@H](CN(C)Cc2ccc(-c3ccccc3)cc2)Oc2ccc(NC(=O)CCCCCC(=O)Nc3ccccc3N)cc2C1=O
→ -5.1 | -62 | nt | 11
CC(C)C(=O)Nc1ccc2c(c1)C(=O)N(C)[C@@H]1CC[C@@H](CC(=O)NCCc3ccccc3)O[C@H]1CO2
→ -2.7 | 0 | 19 | -2
C[C@H]1CN([C@@H](C)CO)C(=O)Cc2cc(NC(=O)Nc3cccc4ccccc34)ccc2O[C@@H]1CN(C)C(=O)Nc1ccc(F)cc1
→ 0.4 | -17 | 34 | -8
CN(C)C(=O)[C@H]1[C@H](CO)[C@H]2Cn3c(ccc(C4=CCCCC4)c3=O)[C@@H]1N2Cc1cccnc1
→ 0.9 | 25 | 49 | 0
CO[C@H]1CN(C)C(=O)c2ccc(NC(=O)c3nc4ccccc4s3)cc2OC[C@@H](C)N(Cc2cncnc2)C[C@@H]1C
→ 1.0 | 18 | nt | nt
O=C(C1CCCC1)N1CC(=O)N2[C@H](C1)[C@H](c1ccc(C#Cc3cccc(F)c3)cc1)[C@@H]2CO
→ nt | -24 | nt | 26
COCCNC(=O)C[C@H]1C[C@@H]2c3cc(NC(=O)CN(C)C)ccc3O[C@@H]2[C@H](CO)O1
→ 0.4 | 27 | 47 | -7
Cc1noc(C)c1NC(=O)Nc1ccc2c(c1)CC(=O)N([C@H](C)CO)C[C@H](C)[C@@H](CN(C)Cc1ccccc1)O2
→ 1.6 | -6 | -14 | 0
C[C@H]1CCCCO[C@H](CN(C)C(=O)Nc2ccc(C(F)(F)F)cc2)[C@@H](C)CN([C@@H](C)CO)C(=O)c2cc(NS(=O)(=O)c3cccs3)ccc2O1
→ -1.6 | -63 | 19 | -1
C[C@@H]1CN([C@@H](C)CO)C(=O)c2cc(NC(=O)c3ccncc3)ccc2O[C@@H](C)CCCCO[C@@H]1CN(C)Cc1ccc2c(c1)OCO2
→ -0.3 | -48 | 29 | -5
COc1ccc(S(=O)(=O)N2C[C@@H](O)COC[C@@H]3O[C@H](CC(=O)NCc4ccc(Cl)c(Cl)c4)CC[C@H]32)cc1
→ 0.2 | -31 | 143* | 13&8
C[C@H](NC(=O)C[C@H]1C[C@H]2c3cc(NC(=O)NC4CCCCC4)ccc3O[C@H]2[C@@H](CO)O1)c1ccccc1
→ 0.7 | 9 | 2 | nt
Cc1noc(C)c1S(=O)(=O)N(C)C[C@@H]1OCCCC[C@@H](C)Oc2ccc(NC(=O)CCC(F)(F)F)cc2C(=O)N([C@@H](C)CO)C[C@H]1C
→ -0.1 | -12 | -19 | -2
COc1ccccc1C(=O)N1C[C@@H]2[C@H](c3ccccc31)[C@@H](CO)N2C(=O)C1CCCC1
→ 0.5 | -3 | 48 | -5
C[C@H](CO)N1C[C@H](C)[C@H](CN(C)C)Oc2ccc(NS(=O)(=O)c3cn(C)cn3)cc2C1=O
→ nt | 11 | -6 | -1
CCC(=O)N1C[C@H](O)COC[C@H]2O[C@H](CC(=O)N3CCCCC3)CC[C@@H]21
→ -0.6 | 18 | -7 | 15&-1
COCC(=O)N1CC2(C1)CN(C(=O)Nc1ccccc1F)[C@H](CO)c1[nH]c3cc(OC)ccc3c12
→ 0.4 | -4 | nt | -4
Cc1ccccc1-c1ccc([C@H]2[C@@H](CO)N3CCCCN(C(=O)c4cccnc4)C[C@H]23)cc1
→ -1.0 | 26 | 99* | -12
C[C@H](CO)N1C[C@H](C)[C@H](CN(C)C(=O)Nc2cccc3ccccc23)Oc2c(NS(C)(=O)=O)cccc2C1=O
→ 3.3 | 1 | 42 | -1
COc1ccc2c3c(n(C)c2c1)[C@H](CO)N(C)CC31CN(C(=O)c2ccccc2F)C1
→ -0.6 | -1 | nt | 1
COc1ccc(S(=O)(=O)Nc2ccc3c(c2)C(=O)N([C@@H](C)CO)C[C@@H](C)[C@H](CN(C)S(=O)(=O)c2ccc(C)cc2)OCCCC[C@@H](C)O3)cc1
→ -1.7 | -60 | nt | nt
C[C@H](CO)N1C[C@H](C)[C@@H](CN(C)CC2CCCC2)Oc2cc(C#CC3CC3)ccc2S1(=O)=O
→ -0.6 | -44 | ? | nt
O=C1CN(Cc2ccccc2)C[C@@H]2[C@@H](c3ccc(Br)cc3)[C@H](CO)N12
→ -2.0 | 5 | nt | 24
C[C@H](CO)N1C[C@H](C)[C@H](CN(C)C(=O)Nc2ccccc2)Oc2cc(C#Cc3ccccc3)ccc2S1(=O)=O
→ -0.6 | -70 | 118* | -19
C[C@H]1CN([C@@H](C)CO)C(=O)c2cc(NC(=O)CCC(F)(F)F)ccc2O[C@H]1CN(C)CC1CC1
→ -0.1 | 18 | -10 | -1
C[C@H](CO)N1C[C@H](C)[C@H](CN(C)CC2CCCCC2)OCCCC[C@H](C)Oc2ccc(NC(=O)CCC(F)(F)F)cc2C1=O
→ -4.8 | -26 | 89 | 16

Part of the list above, field by field:
SMILES: C[C@H]1CCCCO[C@H](CN(C)C(=O)Nc2ccc(C(F)(F)F)cc2)[C@@H](C)CN([C@@H](C)CO)C(=O)c2cc(NS(=O)(=O)c3cccs3)ccc2O1
  GASC1 inh: -1.6 | Pf Dd2 inh: -63 | T cruzi growth: 19 | C diff HTS: -1

SMILES: CN(C)C(=O)[C@H]1[C@H](CO)[C@H]2Cn3c(ccc(C4=CCCCC4)c3=O)[C@@H]1N2Cc1cccnc1
  GASC1 inh: 0.9 | Pf Dd2 inh: 25 | T cruzi growth: 49 | C diff HTS: 0

(more compounds)
Screens in order – GASC1 inh | Pf Dd2 inh | T cruzi growth | C diff HTS
Cc1ccc(S(=O)(=O)NCC[C@H]2CC[C@H](NC(=O)c3cnccn3)[C@@H](CO)O2)cc1
→ 1.0 | -9 | 87 | nt
Cc1noc(C)c1NC(=O)Nc1ccc2c(c1)C(=O)N([C@H](C)CO)C[C@H](C)[C@H](CN(C)S(=O)(=O)c1cn(C)cn1)OCCCC[C@H](C)O2
→ 1.8 | 53 | 12 | 3
CC(C)OC(=O)N(C)C[C@@H]1OCc2cn(nn2)CCCC(=O)N([C@H](C)CO)C[C@H]1C
→ nt | 0 | -10 | -2
COc1cccc(S(=O)(=O)N2CC[C@@H]3[C@H](CO)Nc4ccc(Br)cc4[C@@H]32)c1
→ -7.1 | 6 | 61 | -16
C[C@@H]1CN([C@@H](C)CO)C(=O)Cc2cc(NC(=O)NC3CCCCC3)ccc2O[C@@H]1CN(C)Cc1ccc(Oc2ccccc2)cc1
→ -1.0 | 7 | 41 | 2
O=C(CC1CC1)N[C@H]1CC[C@@H](CCNS(=O)(=O)c2ccc(Cl)cc2)O[C@@H]1CO
→ -1.0 | 14 | 21 | -5
COc1ccc(NC(=O)Nc2ccc3c(c2)[C@H]2C[C@H](CC(=O)NCc4ccccc4F)O[C@@H](CO)[C@H]2O3)cc1
→ 4.4 | 1 | 28 | 3
O=C(Nc1ccc(F)cc1)N1CC(=O)N2[C@H](CO)[C@H](c3ccc(C4=CCCC4)cc3)[C@@H]2C1
→ 2.4 | -39 | nt | -1
Cc1ccccc1-c1ccc(C2[C@@H]3CN(C(=O)c4cnccn4)C[C@H]2N3)cc1 (stereo partly specified)
→ 1.1&-0.5 | 32&4 | nt | -3&-7
C[C@H]1CCCCO[C@H](CN(C)S(=O)(=O)c2ccc(F)cc2)[C@@H](C)CN([C@@H](C)CO)C(=O)c2cc(NC(=O)NC3CCCCC3)ccc2O1
→ -0.6 | -78 | 41 | 8
CN1CCN(C(=O)C[C@@H]2CC[C@@H]3[C@H](COC[C@H](O)CN3CC3CC3)O2)CC1
→ 0.2 | 7 | -32 | 1
CCCN(C)C[C@@H]1Oc2cc(C#CC3CCCCC3)ccc2S(=O)(=O)N([C@H](C)CO)C[C@@H]1C
→ -1.9 | -44 | 89 | 28
C[C@H](CO)N1C[C@H](C)[C@@H](CN(C)Cc2ccncc2)Oc2ccc(NC(=O)Nc3ccc(C(F)(F)F)cc3)cc2C1=O
→ nt | -9 | nt | -5
C[C@H]1CN([C@@H](C)CO)C(=O)c2cc(NS(=O)(=O)c3cn(C)cn3)ccc2O[C@H]1CN(C)S(=O)(=O)c1ccc(F)cc1
→ -1.5 | 6 | 89 | nt
C[C@@H]1CN([C@H](C)CO)C(=O)Cc2cc(NS(=O)(=O)c3cccs3)ccc2O[C@@H]1CN(C)CC1CCCCC1
→ 0.4 | 0 | 43 | -13
C[C@H](CO)N1C[C@H](C)[C@H](CN(C)Cc2ccccc2C(=O)O)Oc2ncc(C#CC3CC3)cc2C1=O
→ -0.1 | -9 | 29 | 3
CN1C(=O)c2cc(NC(=O)Nc3ccccc3Cl)ccc2OC[C@@H]2O[C@H](CC(=O)NCCCN3CCOCC3)CC[C@H]21
→ -0.5 | nt | -31 | nt
C[C@H]1CN([C@@H](C)CO)C(=O)Cc2cc(NS(=O)(=O)c3ccc(F)cc3)ccc2O[C@H]1CN(C)S(=O)(=O)c1ccccc1
→ -0.5 | -6 | -2 | -6
CO[C@@H]1CN(C)C(=O)c2cc(NC(=O)C3CC3)ccc2OC[C@@H](C)N(C(=O)c2ccccn2)C[C@@H]1C
→ 0.5 | nt | -21 | nt
C[C@H]1CN([C@@H](C)CO)C(=O)Cc2cc(NS(=O)(=O)c3ccccc3)ccc2O[C@@H]1CN(C)Cc1ccc(C(F)(F)F)cc1
→ 9.5 | -34 | nt | 15
COCC#Cc1cnc2c(c1)C(=O)N([C@H](C)CO)C[C@H](C)[C@H](CN(C)S(=O)(=O)c1ccccc1)O2
→ -1.2 | 21 | -3 | 0
O=C(CN1CCOCC1)NCC[C@@H]1CC[C@H](NC(=O)Nc2ccc(Cl)cc2)[C@H](CO)O1
→ -0.3 | 14 | 39 | 0
N#C[C@H]1[C@H](c2ccccc2)[C@H](CO)N1C(=O)Nc1cccc(F)c1
→ 0.6 | 11 | 32 | 9
COCCNC(=O)[C@@H]1[C@@H](CO)[C@@H]2Cn3c(ccc(-c4ccccc4F)c3=O)[C@@H]2N1C(=O)C1CC1
→ 0.5 | 8 | 14 | -2
CNC[C@H]1Oc2ccc(NS(=O)(=O)c3ccc(F)cc3)cc2CC(=O)N([C@H](C)CO)C[C@H]1C
→ -1.8 | 18 | nt | -3
CN(C)C(=O)c1cc2c(c(-c3cccc(C4=CCCCC4)c3)n1)[C@H](CCO)N(S(C)(=O)=O)C2
→ -1.5 | nt | 40 | -6
C[C@@H]1CN([C@@H](C)CO)C(=O)c2cc(C#Cc3ccccc3F)cnc2O[C@H]1CN(C)C(=O)C1CCC1
→ -0.8 | -66 | nt | 2
CCNC(=O)C[C@@H]1CC[C@H]2[C@@H](COC[C@@H](O)CN2C(=O)C2CCCC2)O1
→ -0.8 | 4 | 1 | nt
O=C(N[C@H]1CC[C@H](CCNS(=O)(=O)Cc2ccccc2)O[C@@H]1CO)c1cnccn1
→ -1.2 | -8 | -23 | nt
C[C@@H]1CN([C@H](C)CO)C(=O)c2cccc(NC(=O)Nc3ccccc3)c2O[C@@H]1CN(C)C(=O)Nc1ccc2c(c1)OCO2
→ 0.1 | -66 | 16 | -13
CCCN1C[C@@H](C)[C@@H](OC)CN(C)C(=O)c2ccc(NC(=O)c3ccccc3)cc2OC[C@H]1C
→ 0.3 | 10 | -12 | nt
C[C@H](CO)N1C[C@H](C)[C@H](CN(C)S(=O)(=O)c2ccccc2)Oc2c(NS(=O)(=O)c3ccccc3)cccc2C1=O
→ -0.3 | -17 | 10 | -8
CCc1cnc(N2[C@@H](C#N)[C@H](c3ccc(-c4cccc(F)c4)cc3)[C@@H]2CO)s1
→ -1.8 | -13 | 83 | -37
